JMJD2A Tudor inh – JMJD2A Tudor domain (human) inhibition; AID 504339; Potency, µM (doses to about 114 µM), inactives show top-dose activity change, negative = inhibition, actives largely listed as inhibitors; AlphaScreen JMJD2A-Tudor / H3K4me3 peptide binding; 390,000 tested, 4.4% active; further: potency means the concentration at half of the fitted maximal effect; on the % scale 0 is the no-effect control and ±100 the full control effect; nearly all actives have a fitted effect of over 50% in size
ERG-DNA inh – blocks human ERG Ets domain binding to DNA; P11308; fluorescence polarization, His-ERG Ets domain / labelled DNA; Potency, µM (highest dose often 76.9 µM), for inactives: top-dose FP activity, negative = inhibition, usual class: inhibitors; 370,000 tested, 0.028% active; AID 624246; active means well fitted inhibition curve with a large enough effect in the polarisation, with a control signal flat; inconclusive means small, poorly fitted or top-dose-only effect, or effect the other way, or a change in a side signal; inactive means no such curve, though single readings can be large or run the other way; the % refers to the polarisation;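 further: polarization taken with two DNA probes labelled with fluorescein and Texas red; potency means the concentration at half of the fitted maximal effect; % of control where 0% means no effect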
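His-tagged ERG Ets domain (1 uM in the protein solution; 300mM KCl, 50mM Tris-HCl, 1mM EDTA, 1mM DTT, pH 7.5) received compound, then a probe mix of 5 nM fluorescein-DNA and 100nM Texas-615-DNA. Fluorescence polarization was read for both dyes.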
BAZ2B block – BAZ2B (human) inhibition; AlphaScreen BAZ2B-H3K14Ac peptide displacement; Potency, µM (titrated, usually from 114 µM), without a hit: at the top dose activity change, negative = inhibition, hits mostly inhibitors; 360,000 tested, 4.4% active; Q9UIF8; AID 504333; further: potency means the concentration at half of the fitted maximal effect; on the % scale 0 is the no-effect control and ±100 the full control effect; nearly all actives have a fitted effect of over 60% in size
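AlphaScreen displacement of biotin-H3(5-23)K14Ac peptide (50 nM final) from BAZ2B (50 nM final) in PBS pH 7.4, 0.01% Tween-20; complex preformed 30 min RT, then compounds (top 110 uM) 30 min RT, beads 20 min dark.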
G9a inh – inhibitors of human histone lysine methyltransferase G9a; Q96KQ7; G9a H3K9 monomethylation, AlphaScreen, 2 h; Potency, µM (titrated, usually from 102 µM), inactives show at the highest dose activity, negative = inhibition, usual class: inhibitors; 350,000 tested, 8.8% active; further: potency means the concentration at half of the fitted maximal effect; on the % scale 0 is the no-effect control and ±100 the full control effect; nearly all actives have a fitted effect of over 75% in size
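Methyltransferase reactions run at room temperature for 2 h (20 nM enzyme, 500 nM biotin-H3K9 peptide, 20 uM SAM) after a 15 min compound preincubation; product detected by AlphaScreen beads and anti-H3K9me1 antibody.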
HP1b chromo inh – blocks HP1-beta chromodomain binding to methylated histone tails. 390,000 tested, 0.56% active. Potency, µM (doses to about 114 µM), for inactives: at the highest dose activity change, negative = inhibition, actives largely listed as inhibitors. AlphaScreen HP1-beta / biotin-H3K9me3 peptide binding. P83916; further: potency means the concentration at half of the fitted maximal effect; nearly all actives have a fitted effect of over 70% in size; inactives centre near 23
Target sequence (P83916 whole entry, looked up): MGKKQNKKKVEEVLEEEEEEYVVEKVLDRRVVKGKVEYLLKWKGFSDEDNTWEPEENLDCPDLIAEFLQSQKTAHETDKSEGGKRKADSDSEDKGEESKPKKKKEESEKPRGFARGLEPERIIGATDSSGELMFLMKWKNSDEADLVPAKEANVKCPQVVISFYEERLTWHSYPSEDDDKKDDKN
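AlphaScreen: HP1-beta (50 nM) preformed 30 min with biotin-H3(1-18)K9me3 peptide (50 nM) in PBS pH 7.4, 0.01% Tween-20. Compound added for 30 min at RT, then streptavidin donor/nickel chelate acceptor beads (10 ug/mL) for 30 min.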
RGS4 inhibitor – blocks human RGS4-accelerated GTP hydrolysis; P49798; Transcreener GDP fluorescence polarization, RGS4-accelerated GTP hydrolysis; Potency, µM (highest dose often 114 µM), without a hit: at the highest dose activity change, negative = inhibition, actives largely listed as inhibitors; 390,000 tested, 0.039% active; AID 504845; further: potency means the concentration at half of the fitted maximal effect; on the % scale 0 is the no-effect control and ±100 the full control effect; nearly all actives have a fitted effect of over 75% in size; some results filed as inactive show a strong effect at the top dose
Target sequence (P49798 whole entry, looked up): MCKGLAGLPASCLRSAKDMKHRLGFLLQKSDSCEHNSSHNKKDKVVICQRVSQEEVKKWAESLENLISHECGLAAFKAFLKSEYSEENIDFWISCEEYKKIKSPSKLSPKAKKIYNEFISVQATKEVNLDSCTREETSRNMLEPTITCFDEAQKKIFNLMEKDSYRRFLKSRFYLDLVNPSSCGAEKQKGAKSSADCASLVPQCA
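MLSMR compounds (23 nl, pin-transferred) preincubated 10 min at room temperature with a 500nM (2x) first reagent, then RGS4 at 900nM (2x) plus Transcreener GDP mix added; fluorescence polarization (620/688 nm) read before and after 90 min at 30 °C.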
GLS inh – inhibitors of human glutaminase (GLS); Potency, µM (series often up to 45.5 µM), for the others: at the highest dose activity change, negative = inhibition, hits mostly inhibitors; GLS enzymatic activity, qHTS titration; 410,000 tested, 0.21% active; further: potency means the concentration at half of the fitted maximal effect; on the % scale 0 is the no-effect control and ±100 the full control effect
Target sequence (O94925 whole entry, looked up): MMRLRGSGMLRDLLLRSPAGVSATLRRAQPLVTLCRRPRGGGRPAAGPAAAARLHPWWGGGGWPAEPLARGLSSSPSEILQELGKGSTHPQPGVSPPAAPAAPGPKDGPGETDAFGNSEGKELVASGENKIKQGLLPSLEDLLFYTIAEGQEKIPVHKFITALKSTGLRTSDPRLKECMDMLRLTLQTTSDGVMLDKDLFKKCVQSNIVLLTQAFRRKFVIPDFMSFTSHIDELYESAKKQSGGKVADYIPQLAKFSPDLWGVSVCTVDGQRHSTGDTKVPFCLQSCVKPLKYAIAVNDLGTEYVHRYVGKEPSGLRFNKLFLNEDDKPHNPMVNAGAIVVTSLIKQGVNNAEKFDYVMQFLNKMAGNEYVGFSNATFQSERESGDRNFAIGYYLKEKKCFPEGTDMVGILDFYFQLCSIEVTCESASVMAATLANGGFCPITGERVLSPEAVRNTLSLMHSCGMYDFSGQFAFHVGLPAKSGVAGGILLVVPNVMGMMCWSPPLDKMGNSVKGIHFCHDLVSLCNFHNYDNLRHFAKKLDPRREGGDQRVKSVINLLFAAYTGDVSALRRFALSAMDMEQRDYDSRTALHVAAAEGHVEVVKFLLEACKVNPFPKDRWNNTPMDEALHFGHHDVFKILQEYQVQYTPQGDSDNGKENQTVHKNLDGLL
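Two-point fluorescence kinetic (t0, 30 min RT) for hKGA; glutamate detected via glutamate oxidase–HRP–Amplex Red. Substrate: 1 mM L-glutamine solution; buffer 45 mM KH2PO4, pH 8.2.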
PI4K2A block – PI4K2A (human) kinase inhibition; purified PI4K2A, ADP-Glo luminescence, 1 h; active compounds read low; activity change, negative = inhibition, % at 76.9 µM; 420,000 tested, 0.13% active; AID 1346378; in the data active means activity change below about -50%; inconclusive means mostly about -30% to -49%;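 further: -100% = wells without enzyme as full effect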
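In this quantitative HTS, ADP production by PI4K2A was quantified luminescently after 1 h at ambient temperature; 100 microM adenosine served as plate-quality control.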
ALOX12 inh – ALOX12 (human) lipoxygenase inhibition | 580,000 tested, 1.1% active | P18054 | purified 12hLO, xylenol orange hydroperoxide absorbance | Potency, µM (highest dose often 108 µM), inactives show at the top dose activity change, negative = inhibition, most hits filed as inhibitors; further: potency means the concentration at half of the fitted maximal effect; on the % scale 0 is the no-effect control and ±100 the full control effect
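Hydroperoxide product was detected by ferrous iron/xylenol orange as the 573 to 405 nm absorbance ratio. Arachidonic acid at 40 uM (final) was turned over for 30 min at room temperature by 150 nM human 12hLO, pH 7.0 Hepes buffer, after 15 min compound preincubation.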
The depositor's hits bear a star; ? = inconclusive; . = not tested or not shown; & = joins results of further samples; [ ] = another dose, or the depositor's remark. Unless noted, the call rests on the fitted dose curve; in most records, active means well fitted curve in the direction sought with a large enough effect; inconclusive means small, poorly fitted or top-dose-only effect, or another doubt; inactive means no such curve, though single readings can be large; an effect the other way counts as inactive or inconclusive. These rows are one share of the data, so the mix of outcomes need not match the whole.

The line under a structure holds: JMJD2A Tudor inh | ERG-DNA inh | BAZ2B block | G9a inh | HP1b chromo inh | RGS4 inhibitor | GLS inh | PI4K2A block | ALOX12 inh
Cc1ccc(NC(=O)C2CCCN(c3ncnc4onc(-c5ccc(F)cc5)c34)C2)c(Cl)c1 (configuration not stated)
  -15.9% | -2.3% | 2.0%[57.1 µM] | -2.6%[59 µM] | 13.0% | -6.2% | -4.3% | 5.0 | -57.4%&-4.1%
O=C(CCN=C1NS(=O)(=O)c2ccccc21)OCC(=O)c1ccc(F)cc1
  -0.7% | -3.1% | 1.8% | ? | 46.0%[activator] | -7.7% | -11.0% | -1.7 | -4.3%
CC1CCN(C(=O)C2CCC(CNc3c(N4CCCCC4)c(=O)c3=O)CC2)CC1 (configuration not stated)
  -9.5% | 7.7% | 7.0% | 29.6%[59 µM] | 13.9% | -6.5% | 21.0% | 1.0 | -1.7%
COc1cc(NC(=O)CN2C(=O)C(c3ccc(C)cc3)=NC23CCCCC3)cc(OC)c1
  -19.5% | -1.0% | -17.6% | -6.9%[59 µM] | 25.3% | 1.7% | 0.6% | 0.8 | ?
CCCCc1c(C)nc(N2CCCC2)[nH]c1=O
  -7.9% | -0.3% | -3.9% | . | 32.2% | -0.9% | 17.2% | -4.2 | -4.0%
O=C1CN(C(=O)COC(=O)CCNS(=O)(=O)c2ccc(Cl)cc2)c2ccccc2N1
  -12.4% | -2.3% | -0.1% | -0.7%[59 µM] | -0.5% | -4.2% | 12.0% | 2.6 | 0.0%
CCC(=O)c1ccc(OCC(O)CNCCc2ccc(Cl)cc2)cc1 (configuration not stated)
  4.0% | -3.2% | -1.1% | 27.7%[0.501 µM] | 36.9% | -9.4% | -7.3% | 2.2 | ?
Cc1ccnc(SCCn2c(N3CCN(Cc4ccccc4)CC3)nc3c2c(=O)[nH]c(=O)n3C)n1
  -5.6% | -2.8% | 14.9% | -29.2% | 36.6% | 16.6% | 0.0% | -2.1 | 1.0%
CCCN(CC(=O)Nc1ccc(F)c(F)c1F)C(=O)Cc1ccc(S(=O)(=O)N2CCOCC2)s1
  -34.5% | 1.0% | -9.7% | 13.5%[12.7 µM] | 11.2% | -24.6% | -10.6% | 3.0 | -12.0%
COc1ccccc1NC(=O)CN1CCC(c2nc3ccc(C)cc3[nH]2)CC1
  -32.2% | 18.8% | -18.2% | 1.6% | 27.6% | 5.4% | -1.4% | 4.8 | -11.6%
CCc1ccc(NC(=O)CS(=O)CC(=O)NCCCc2ccccc2)cc1 (configuration not stated)
  ? | . | ? | -0.2%[12.7 µM] | 27.1% | -7.7% | 0.0% | -1.0 | -4.6%
Cc1[nH]n(-c2cccc(Cl)c2)c(=O)c1/C=N/n1c(C)nc2ccccc2c1=O
  -9.6% | 5.0% | 9.7% | 51.7%[activator][59 µM] | 33.1% | -3.5% | -3.1% | 3.4 | ?
Cc1ccc(NC(=O)CSCC(=O)Nc2nnc(C)s2)cc1
  -8.2% | 6.9% | 9.3% | 5.2%[59 µM] | 40.0%[activator] | -14.9% | -0.5% | -3.1 | -4.5%
COCCNC(=O)Cn1cc(C(=S)N2CCCCC2)c2ccccc21
  -18.5% | -6.0% | ? | . | 27.6% | -2.6% | 4.2% | 1.1 | -13.3%
O=C(Nc1ccc2c(c1)OCO2)c1cc(-c2ccccc2Cl)on1
  -15.9% | 8.9% | -12.2% | 11.1% | -0.3% | -5.8% | 2.5% | -0.4 | -12.7%
O=C1C(=C2CCCCC2)SC(=S)N1Cc1ccco1
  56.2µM* | -4.5% | ? | 35.5µM* | -23.2% | ? | -2.7% | -3.0 | ?
CSc1ccc(/C=N/NC(=O)c2ccc(-n3cnnn3)cc2)cc1
  -40.6% | -24.4% | ? | ? | 24.9% | 3.6% | 0.5% | -2.0 | 155.5%[activator]
N#Cc1c(/N=C/c2cccnc2)sc2c1CCCC2
  -27.1% | 4.0% | ? | 14.5%[12.7 µM] | 0.0% | -41.1% | -21.0% | 1.8 | ?
Cc1cccc(NC(=O)Cn2c(C(F)(F)F)nc3ccccc32)c1C
  -12.8% | -5.3% | -2.7% | 4.5%[59 µM] | 19.7% | -13.6% | 6.0% | 22.0 | -3.4%
Cn1c(=O)[nH]c(=O)c2c1nc1n2CC(COc2ccc3ccccc3c2)O1 (configuration not stated)
  -5.9% | -0.1% | -9.8% | -3.2% | 8.2% | -2.7% | 6.4% | -3.2 | -1.9%
CC(CNS(=O)(=O)c1ccccc1)Sc1nncn1C (configuration not stated)
  2.1% | 7.1% | -2.3% | 9.0% | 27.2% | 13.7% | -12.6% | -1.5 | 1.3%
C#CCOCCOCCOCCNc1nc(N2CCN(C(=O)[C@H]([C@@H](C)CC)n3cc([C@@H](N)CC(C)C)nn3)CC2)nc(N2CCN(C(=O)[C@H](CCCCN)n3cc([C@@H](N)CC(C)C)nn3)CC2)n1
  56.2µM* | 5.2% | ? | -115.1%[59 µM] | 6.4% | 15.5% | 3.6% | -0.8 | .
CCc1ccc(N(C(C)=O)C2C=CS(=O)(=O)C2)cc1 (configuration not stated)
  -5.2% | 8.6% | 0.9% | 20.0%[59 µM] | 29.8% | -13.3% | -7.1% | -1.2 | 0.0%
O=C(OC1CCCCC1=O)c1ccc(F)c(S(=O)(=O)N2CCOCC2)c1 (configuration not stated)
  -1.4% | -3.3% | -2.9% | 8.4%[0.501 µM] | 27.2% | -6.7% | 1.8% | 0.0 | -18.9%
C/C=C1\COC(C(=O)NCc2ccccc2)(C(F)(F)F)C=C1C=C(C)C (configuration not stated)
  47.9%&13.8%[activator] | -4.9% | . | . | 60.4%&81.9%[activator] | -12.6%&-19.0% | -0.4% | -1.9 | 15.8%
COc1cccc(CNc2ccc(F)c(Cl)c2)c1O
  ? | 4.3% | -2.5% | 10.5% | 19.2% | -27.5% | 27.2% | 2.2 | -25.9%
C=CCC[C@H](Cc1ccc(F)cc1)C(=O)OC[C@@H](NC(=O)[C@@H](CC=C)CC(=O)N[C@H](CO)Cc1ccccc1)C(C)(C)C
  -22.3% | -3.5% | . | . | 33.0% | -3.6% | -17.8% | 4.6 | 11.6%
NC(=O)CSc1nc(-c2ccccc2)nc2c1CCCC2
  -4.8% | -4.1% | -12.0% | -17.3% | 24.7% | 20.3% | 0.5% | 0.2 | 4.9%
Cc1nc2cc(N)ccc2n1-c1ccccc1
  35.5µM* | 0.6% | -31.0% | ? | ? | ? | -1.7% | -1.0 | 2.8%
O=C(Cn1cnc2ccccc2c1=O)NCC(=O)N1CCOCC1
  -12.7% | -2.2% | -1.6% | -27.2% | 14.2% | 2.4% | 4.2% | -0.1 | -4.4%
CC(C(=O)NC1CCCc2ccccc21)N1CCN(c2ccc(F)cc2)CC1 (configuration not stated)
  -28.5% | -4.4% | 3.9% | -3.9% | -3.3% | 10.1% | 14.6% | -3.2 | 9.7%
Cn1c(-c2ccccc2)c(C#Cc2ccc(N)cc2)c2ccccc21
  -15.8% | -3.9% | . | . | 24.0% | -1.8% | 9.4% | -12.7 | ?
NC(=O)c1c(NC(=O)c2ccccc2F)sc2c1CCCC2
  -8.2% | 7.4% | -2.2% | . | 14.8% | 8.9% | 3.8% | 2.3 | -47.7%
Cc1nn(CC(=O)N2CCN(c3ccccc3F)CC2)c(=O)c2cccn12
  -5.3% | -5.6% | -12.6% | -23.2%[59 µM] | 34.3% | 12.3% | 2.7% | -2.2 | -5.3%
CCn1c(SCC(=O)N2CCN(c3cccc(Cl)c3)CC2)nc2ccccc2c1=O
  -25.0% | -2.0% | 2.2% | -14.9%[59 µM] | 3.6% | -28.8% | 7.2% | 2.1 | -29.0%
CN1CCN(C(=O)N(c2ccccc2)c2ccccc2)CC1
  -14.9% | 0.7% | . | . | 7.6% | 13.7% | 1.6% | -1.6 | 137.1%[activator]
CCC(C)(C)C1CCc2[nH]nc(C(=O)NC(C)C)c2C1 (configuration not stated)
  -7.2% | 0.6% | 9.9% | -9.0%[2.33 µM] | 18.2% | 17.9% | 1.6% | -0.8 | -0.2%
CC1CN(C(=O)c2cccc(C(=O)N3CC(C)OC(C)C3)c2)CC(C)O1 (configuration not stated)
  -14.9% | -7.3% | 7.8% | -2.1% | 29.9% | 30.2% | 4.7% | 2.7 | 18.1%
CCC(C)[C@@H](C(=O)Nc1ccc2c(c1)OCO2)N1Cc2ccccc2C1=O (some centres not stated)
  ? | -16.5% | ? | ? | 19.5% | 9.1% | -1.0% | -9.0 | 3.2%
COCCn1nnnc1C(c1ccc(OC)cc1)N1CCC(C)CC1 (configuration not stated)
  -8.7% | 5.5% | ? | -28.9%[12.7 µM] | 18.4% | 67.7%[activator] | 8.0% | 6.8 | ?

One compound at a time, from the list above. Values in the order: JMJD2A Tudor inh | ERG-DNA inh | BAZ2B block | G9a inh | HP1b chromo inh | RGS4 inhibitor | GLS inh | PI4K2A block | ALOX12 inh
CCC(C)(C)C1CCc2[nH]nc(C(=O)NC(C)C)c2C1 (configuration not stated) reads -7.2% | 0.6% | 9.9% | -9.0%[2.33 µM] | 18.2% | 17.9% | 1.6% | -0.8 | -0.2%
O=C(OC1CCCCC1=O)c1ccc(F)c(S(=O)(=O)N2CCOCC2)c1 (configuration not stated) reads -1.4% | -3.3% | -2.9% | 8.4%[0.501 µM] | 27.2% | -6.7% | 1.8% | 0.0 | -18.9%
